TRPV1 ag – activates the human vanilloid receptor TRPV1; activation, % at 8.33 µM; Q8NER1; TRPV1-expressing cells, Fluo-8 calcium influx, agonist mode; 0.19% of 320,000 active; in the data active = activation above about 80%; inconclusive = between about 30% and that limit; note: 0% is about no effect
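TRPV1-expressing cells were cultured overnight at 35.5C and loaded with Fluo-8 calcium dye for 40 to 90 min at room temperature. After a 10 s baseline, compound was added and calcium influx was read kinetically for 3 min (ex 480/em 520 nm).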
FBPA coupling cs – coupling enzyme interference in Giardia aldolase counter-screen; coupling enzyme system counterscreen, AmpLite Red fluorescence; activity change, negative = inhibition, % at 58.2 µM, hits read low; 0.67% of 290,000 active; in the data active = activity change below about -30%; note: % is set by controls: 0 for no effect and ±100 for the full control effect
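Activity here indicates interference with the coupling reaction, not aldolase inhibition. Compounds at 57.5 uM final met coupling enzymes for 10 min at RT; substrate and AmpLite Red detection followed, with a 525/598 nm fluorescence read after 20 min.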
GALK inhibitor – blocks human galactokinase activity | Purified GALK, Kinase-Glo residual ATP luminescence | Potency, µM (highest dose often 57.5 µM), inactives show at the top dose activity change, negative = inhibition, usual class: inhibitors | 0.007% of 270,000 active; note: potency is the fitted concentration of half-maximal effect; % is set by controls: 0 for no effect and ±100 for the full control effect
Target sequence (P51570 whole entry, looked up): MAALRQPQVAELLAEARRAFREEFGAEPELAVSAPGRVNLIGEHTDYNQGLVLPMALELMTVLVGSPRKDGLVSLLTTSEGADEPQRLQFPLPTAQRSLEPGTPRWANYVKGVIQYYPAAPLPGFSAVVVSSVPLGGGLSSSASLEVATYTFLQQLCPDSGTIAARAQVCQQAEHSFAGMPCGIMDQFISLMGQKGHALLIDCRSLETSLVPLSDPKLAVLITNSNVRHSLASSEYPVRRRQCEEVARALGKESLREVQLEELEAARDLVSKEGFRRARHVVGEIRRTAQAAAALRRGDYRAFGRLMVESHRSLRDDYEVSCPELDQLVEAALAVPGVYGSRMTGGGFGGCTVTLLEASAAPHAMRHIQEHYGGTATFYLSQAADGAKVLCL
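Compounds were pin-transferred into ATP buffer (35 uM final), then GALK plus galactose (5 nM, 100 uM final) was added. After 1 h at room temperature, Kinase-Glo Plus was added and luminescence read after 10 min.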
MLL CXXC-DNA inh – MLL CXXC-DNA interaction inhibition; Potency, µM (highest dose often 115 µM), inactives show top-dose activity change, negative = inhibition, usual class: inhibitors; MLL-CXXC / FITC-HOXA9 DNA fluorescence polarization; Q03164; AID 2662; 0.037% of 290,000 active; active = well fitted inhibition curve with a large enough effect in the polarisation, with a control signal flat, not every such curve was filed as active; inconclusive = small, poorly fitted or top-dose-only effect, or effect the other way, or a change in a side signal; inactive = no such curve, though single readings can be large or run the other way; the % refers to the polarisation; note: potency is the fitted concentration of half-maximal effect
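Fluorescence polarization: 7 uM MLL-CXXC (stock) preincubated 5 min with compounds, then 50 nM fluorescein-HOX-A9 DNA (stock) added; 30 min ambient. Buffer 50 mM Tris-HCl pH 7.5, 50 mM NaCl, 1 mM DTT, 0.05% BSA.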
PKM2 activator – PKM2 (human) enzyme activation; P14618; Potency, µM (titrated, usually from 57.5 µM), for the others: at the top dose activation, actives largely listed as activators; 0.34% of 260,000 active; purified PKM2, Kinase-Glo ATP luminescence, activation; response scale: 0% is enzyme alone, no compound; AID 1631; note: potency is the fitted concentration of half-maximal effect; % is set by controls: 0 for no effect and ±100 for the full control effect; nearly all actives have a fitted effect of over 55% in size
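Purified hPK-M2 (>95%) run at intermediate activity with 0.1 mM ADP and 0.5 mM PEP in 50 mM imidazole pH 7.2, KCl, MgCl2; 1 h room temperature. ATP formed read by Kinase-Glo luminescence; normalized to uninhibited and no-enzyme controls.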
USP2a inh – USP2a (human) protease inhibition; O75604; USP2 core, Ub-CHOP2 coupled fluorogenic reporter, 485/531; Potency, µM (top dose mostly 38.3 µM), without a hit: at the highest dose activity change, negative = inhibition, most hits filed as inhibitors; 0.01% of 330,000 active;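 note: potency is the fitted concentration of half-maximal effect; plate controls were DMSO wells for no effect and full inhibition by NEM control for full effect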
Target sequence (O75604 whole entry, looked up): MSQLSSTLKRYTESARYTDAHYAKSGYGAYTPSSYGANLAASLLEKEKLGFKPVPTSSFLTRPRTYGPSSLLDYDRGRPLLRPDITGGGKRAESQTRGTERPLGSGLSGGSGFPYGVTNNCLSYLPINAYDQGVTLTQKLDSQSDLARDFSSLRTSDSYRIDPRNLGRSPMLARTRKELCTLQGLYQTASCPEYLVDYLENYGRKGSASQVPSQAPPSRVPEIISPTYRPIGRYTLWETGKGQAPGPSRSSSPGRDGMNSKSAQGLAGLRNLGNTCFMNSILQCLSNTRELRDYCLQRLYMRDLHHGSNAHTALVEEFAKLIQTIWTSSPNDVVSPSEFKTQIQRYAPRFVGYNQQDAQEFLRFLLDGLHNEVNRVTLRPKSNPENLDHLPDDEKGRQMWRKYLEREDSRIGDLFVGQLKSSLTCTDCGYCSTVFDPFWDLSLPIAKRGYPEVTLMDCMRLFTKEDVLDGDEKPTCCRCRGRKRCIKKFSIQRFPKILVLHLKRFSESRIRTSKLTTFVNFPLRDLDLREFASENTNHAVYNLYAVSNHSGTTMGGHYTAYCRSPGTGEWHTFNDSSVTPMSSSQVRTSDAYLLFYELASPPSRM
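Cell-free coupled assay: 10nM USP2 core preincubated 30min RT with compound in Tris-HCl pH 8.0/CaCl2/CHAPS buffer, then 25nM Ub-CHOP2 and 25nM reporter substrate; fluorescence (Ex 485/Em 531) read after 60min RT, normalized to NEM inhibition, concentration-response curves fitted.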
Giardia kill – Giardia lamblia killing. Giardia lamblia trophozoite viability. activity change, % at 7.66 µM, hits read low. 0.15% of 340,000 active. AID 540267; in the data active = activity change below about -80%; inconclusive = between about -30% and that limit;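 note: parasites exposed to compound for two days anaerobically before the ATP read; % is set by controls: 0 for no effect and ±100 for the full control effect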
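ATP-content bioluminescence gauges trophozoite survival. Cells (100/well) receive compound and incubate anaerobically for 48 hrs at 37 deg C; detection reagent follows for 15-30 min at room temperature.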
hERG WT inh – KCNH2 (human, wildtype) channel inhibition. U2OS, BacMam KCNH2, thallium flux FluxOr; hits give low values. activity change, % at 1.84 µM. 0.37% of 340,000 active;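 active = maximum activity change below -70%; inconclusive = maximum activity change between -70% and -50%; inactive = maximum activity change above -50%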; note: % is set by controls: 0 for no effect and ±100 for the full control effect
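U2OS cells were transduced with wild-type KCNH2 virus (2.03 x 10^8 / mL) for 4 h at room temperature, then cultured overnight at 37 C. Thallium flux was read with FluxOr dye. Rate constants were normalized to DMSO controls.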
B2AR arrestin – recruits beta-arrestin to the human beta2-adrenergic receptor; beta-arrestin recruitment to beta2AR, cell-based reporter; Potency, µM (series often up to 46.1 µM), without a hit: at the top dose activation, actives largely listed as activators; 0.02% of 330,000 active; AID 492947;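 note: potency is the fitted concentration of half-maximal effect; 0% = DMSO controls and full agonism = EC100 isoproterenol or metaproterenol; nearly all actives have a fitted effect of over 65% in size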
KCNH2 3.1 block – inhibitors of human KCNH2 3.1 potassium channel isoform | U2OS KCNH2 3.1, thallium flux FluxOr; hits give low values | activity change, % (tested at about 1.8 µM) | 0.95% of 340,000 active | AID 720553;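 active = maximum activity change below -70%; inconclusive = maximum activity change from -70% to -50%; inactive = maximum activity change above -50%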;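 note: thallium influx rate constant from kinetic fluorescence after stimulation buffer; % is set by controls: 0 for no effect and ±100 for the full control effect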
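Normalized rate constant (relative to positive and negative DMSO controls) derived from a 2 min kinetic fluorescence read after stimulation; U2OS cells expressing the 3.1 isoform via virus at 1.77 x 10^8 /mL.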
Menin MLL FP TR – displaces Texas Red mutant MLL peptide from human menin; O00255; Menin + Texas Red MLL mutant peptide, fluorescence polarization; Potency, µM (doses to about 61.6 µM), without a hit: at the top dose FP activity change, negative = inhibition, most hits filed as inhibitors; 0.23% of 270,000 active; AID 1768; active = well fitted inhibition curve with a large enough effect in the polarisation, with a control signal flat, not every such curve was filed as active; inconclusive = small, poorly fitted or top-dose-only effect, or effect the other way, or a change in a side signal; inactive = no such curve, though single readings can be large or run the other way; the % refers to the polarisation; note: potency is the fitted concentration of half-maximal effect; % of control where 0% means no effect; many of its hits are not listed in these tables
* marks the source's active call; other numbers are inactive results; ? = inconclusive; / = no result given. Unless noted, calls come from the whole dose curve; as a rule, active = well fitted curve in the direction sought with a large enough effect; inconclusive = small, poorly fitted or top-dose-only effect, or another doubt; inactive = no such curve, though single readings can be large; an effect the other way counts as inactive or inconclusive. Only part of the results is shown. The share of hits here may be higher or lower than overall.

SMILES | TRPV1 ag | FBPA coupling cs | GALK inhibitor | MLL CXXC-DNA inh | PKM2 activator | USP2a inh | Giardia kill | hERG WT inh | B2AR arrestin | KCNH2 3.1 block | Menin MLL FP TR
CCCN1CCC[C@H](c2cccc(O)c2)C1 | 0.6 | / | / | -0.9% | / | 0.5% | 2.2 | 21.9 | 0.2% | 11.2 | 2.5%
COC(=O)[C@@]1(C#N)[C@@H]2C=CC(C(C)=O)=CN2[C@@H](C(N)=O)[C@@H]1c1ccc(F)cc1 | -0.6 | -8.4 | 0.5% | ? | 5.3% | 19.2% | 26.3 | 3.1 | -0.4% | -5.0 | /
CCCCCCN=Cc1c(O)n(C)c(=O)n(C)c1=O | -1.9 | 1.9 | / | -1.7% | -8.1% | 1.6% | -20.1 | -10.4 | -0.1% | -7.0 | -18.4%
CCOC(=O)N(C)c1ccc(C(O)(C(=O)OC)C(F)(F)F)cc1 (stereo not drawn) | 2.0 | 0.5 | -0.3% | 0.2% | -4.9% | 2.0% | -4.3 | 4.6 | -0.6% | -11.1 | -0.4%
O=P(Oc1ccccc1)(Oc1ccccc1)N1CCN(c2ccc(F)cc2)CC1 | 29.6 | 1.0 | 9.3% | -5.8% | -1.6% | 1.5% | 15.4 | -0.1 | 0.1% | -15.1 | /
COC(=O)C1=C(c2c(C)noc2C)C[C@@H]2CC[C@H]1N2C(=O)N1CCCCC1 | 3.3 | / | / | / | / | 1.1% | 0.6 | -12.0 | 0.1% | 22.0 | /
Cc1ccc(Cn2nnnc2CN2CCC(n3nnc4cc(C)ccc43)CC2)cc1 | 8.4 | 1.6 | -0.3% | 10.3% | 0.0% | 0.5% | 4.3 | 9.9 | 2.6% | -16.2 | 0.7%
Cc1cccc(-c2nc3ccc(C(=O)N4CCC5(CC4)OCCO5)cc3nc2-c2cccc(C)c2)c1 | ? | / | 6.1% | -0.1% | / | -8.1% | 18.0 | -0.3 | 0.4% | 4.9 | /
CC#CP(=O)(OCC)C(O)(c1ccccc1)C(F)(F)F (stereo not drawn) | -1.1 | 0.5 | -0.9% | -7.6% | -0.4% | -0.5% | 3.4 | 7.8 | 0.1% | -6.4 | -1.2%
COc1ccc(CNC(C)Cc2cccs2)cc1 (stereo not drawn) | -6.8 | -0.5 | -1.7% | -1.3% | -9.7% | 1.3% | -16.9 | 15.8 | 0.4% | -10.6 | 2.0%
COc1ccccc1-n1c(O)c(/C=N/NC(=S)Nc2ccccc2)c(=O)[nH]c1=S | 20.4 | -10.2 | 1.4% | 2.3% | -3.9% | 1.0% | -12.4 | -3.2 | -0.9% | -93.4* | /
CCOC(=O)c1c(C)n(Cc2ccc(F)cc2)c2ccc(O)cc12 | -5.0 | 0.8 | 3.7% | -5.3% | 11.2µM* | -1.1% | 8.9 | -4.9 | -0.1% | -10.6 | /
O=C(O)c1nonc1-c1nonc1C(=O)O | -1.7 | 3.8 | -2.6% | 2.0% | 1.1% | -0.7% | -4.3 | 3.1 | 0.0% | 1.3 | 14.3%
CCCS(=O)(=O)N1CCC(C(=O)N2CCC3(CC2)OCCO3)CC1 | 3.6 | 4.3 | -2.5% | -1.3% | 10.3% | 0.5% | 13.0 | 2.1 | 0.4% | -3.9 | 10.9%
Cc1ccc(N)cc1N | 0.7 | / | / | / | / | 3.6% | 2.1 | 1.5 | 0.2% | 9.2 | /
O=c1c2ccccc2nc(-c2ccccc2Cl)n1-c1cccc(O)c1 | 17.1 | 0.1 | / | -1.7% | / | -0.1% | 0.0 | -1.0 | -0.2% | 12.6 | 8.1%
CC(O)(CS(=O)(=O)c1ccccc1)C(=O)Nc1ccc(C(F)(F)F)cc1 (stereo not drawn) | / | 3.0 | 6.8% | -4.7% | -7.6% | -1.7% | -6.7 | 30.9 | -0.4% | 20.9 | /
COC(=O)C1=C(c2cccc(C#N)c2)C[C@@H]2CC[C@H]1N2C(=O)NCCOc1ccccc1Cl | -1.5 | / | / | / | / | 0.2% | 24.8 | 5.1 | -1.0% | 9.2 | /
CCOc1cc2c(cc1OCC)-n1cccc1C(c1cccc(F)c1F)NC2 (stereo not drawn) | 3.9 | 1.4 | / | 0.3% | / | -1.4% | -0.4 | 4.5 | 0.4% | 1.5 | ?
COc1ccc(-c2cc(=Nc3cccc(C(=O)O)c3)c3cc(C)ccc3o2)cc1 | 17.4 | 1.8 | 7.0% | -8.2% | -1.6% | 2.3% | 6.1 | -23.8 | -0.1% | -17.9 | -5.5%
Cc1cc(-c2ccccc2)cc(C)[n+]1Cc1ccccc1 | -1.1 | / | / | / | / | 0.8% | -0.7 | -1.9 | 0.2% | 5.7 | /
O=c1c2ccccc2nc(-c2ccoc2)n1-c1ccccc1Cl | 0.1 | 2.0 | -2.9% | 15.6% | 7.5% | 1.0% | ? | 16.1 | 0.3% | ? | 2.4%
CC(=NCc1ccc2c(c1)OCO2)c1c(O)n(-c2ccc(C)cc2)c(=O)[nH]c1=O | -1.5 | 1.0 | / | -7.8% | -0.7% | 2.5% | 9.4 | 4.1 | -0.9% | -3.7 | /
Cn1cccc1CNCCc1ccccc1F | -0.5 | 0.1 | 6.6% | -0.1% | -4.0% | -1.5% | 8.1 | -12.1 | 0.1% | -0.5 | 4.3%
Cc1cc(N2CCOCC2)nc2ccc(NC(=O)CCC(=O)N3CCC4(CC3)OCCO4)cc12 | -2.7 | 2.5 | 1.6% | -6.2% | -0.5% | 5.2% | -19.7 | 2.1 | 0.3% | 24.5 | -6.7%
Oc1ccc2c3c1O[C@H]1c4[nH]c5ccccc5c4C[C@@]4(O)C(C2)N(CC2CC2)CC[C@]314 | -3.6 | -0.8 | -2.8% | 3.5% | 11.9% | 1.4% | / | / | -0.2% | / | 11.8%
Cc1cc(/C=C2\C(=O)NC(=O)N(C)C2=O)c(C)n1-c1ccc2c(c1)OCO2 | -5.1 | 1.5 | -1.7% | -17.0% | -4.2% | -0.3% | 18.3 | 3.5 | 0.2% | -10.0 | 0.0%
O=P(CCl)(Nc1ccccc1)C(Cl)(Cl)Cl (stereo not drawn) | -0.8 | 2.3 | -0.9% | -3.3% | -1.7% | 3.8% | -25.1 | 19.3 | 0.0% | -3.2 | -12.2%
COc1nc2ccccc2nc1N1CCN(C)CC1 | -3.8 | -0.3 | / | 2.1% | / | 1.4% | 4.2 | 21.4 | -0.4% | 4.1 | -27.0%
CC(C)OP(=O)(Oc1ccc(C(O)C(Cl)(Cl)Cl)cc1)OC(C)C (stereo not drawn) | 23.8 | 2.2 | 4.0% | -12.8% | -0.8% | 0.8% | -6.6 | 1.2 | 0.1% | 8.2 | /
CNC(=O)N(C)c1ccc(C(O)(C(=O)OC)C(F)(F)F)cc1 (stereo not drawn) | -0.7 | -1.1 | -0.2% | -7.6% | -0.4% | -4.6% | 7.5 | 9.2 | -0.3% | 0.0 | /
C[C@@H]1O[C@@H](O[C@H]2C[C@@H](O)[C@]3(CO)[C@@H]4C(CC[C@]3(O)C2)[C@@]2(O)CC[C@H](C3COC(=O)C3)[C@@]2(C)C[C@H]4O)[C@H](O)[C@H](O)[C@H]1O (stereo partly drawn) | -1.4 | / | / | / | / | 0.8% | -1.7 | -5.2 | -0.4% | 6.7 | /
O=C(c1cccc(C(F)(F)F)c1)N1C[C@H]2C[C@@H](C1)c1cccc(=O)n1C2 | 1.2 | -1.1 | / | 10.9% | -6.6% | -0.9% | 11.5 | -4.9 | -0.5% | 7.3 | -9.1%
COc1ccccc1-n1c(O)c(C=NC2CC2)c(=O)[nH]c1=O | -2.1 | -1.6 | 0.2% | -1.5% | -1.5% | 4.7% | -5.5 | 1.4 | 0.3% | -1.6 | 8.6%
CCCC(=O)c1c(O)[nH]c(=O)[nH]c1=O | -1.1 | 2.1 | 1.2% | 1.5% | 3.0% | 0.8% | 0.1 | 9.3 | 0.1% | 0.6 | 19.6%
CCN1C(=O)/C(=C/c2ccc(N(CC)CC)cc2OC)C(=O)NC1=S | -1.8 | 0.3 | -1.2% | -20.8% | -11.1% | 0.1% | 4.1 | 19.8 | 0.2% | -2.0 | 13.0%
COC(=O)C1=C(c2ccc3ccccc3c2)C[C@@H]2CC[C@H]1N2C | 16.5 | / | / | / | / | 2.2% | -4.6 | 5.9 | 0.0% | 8.1 | /
CCCN1CC(C)C(OC(C)=O)(c2ccccc2)CC1C (stereo not drawn) | 1.8 | 2.2 | 1.7% | 3.0% | -6.1% | -0.4% | 22.6 | 0.4 | -0.1% | -2.0 | 0.1%
COC(=O)C1=C(c2ccc(Cl)c(C(F)(F)F)c2)C[C@@H]2CC[C@H]1N2C(=O)NCCO | -0.5 | / | / | / | / | 0.8% | 16.6 | -28.8 | 0.4% | 4.4 | /
CC(=Nc1ccc2c(c1)CCC2)c1c(O)n(C)c(=O)n(C)c1=O | -0.2 | 0.6 | 2.0% | 0.9% | 0.4% | ? | 2.6 | -19.7 | -0.3% | 2.5 | -2.9%

Assay outcomes from PubChem.
